TGFb inhibitor: blocks TGF-b signaling; actives 1.2% (n = 410,000); Potency, µM (doses to about 46.1 µM), without a hit: top-dose activity, negative = inhibition, usual class: inhibitors; HepG2 CAGA-GFP TGF-b/SMAD3 reporter, GFP fluorescence, 18 h; TGF-beta stimulated, 500 pg/mL final; also: potency is read from the fitted curve at half-maximal effect; % is scaled to controls: 0 for no effect and ±100 for the full control effect; nearly all actives have a fitted effect of over 65% in size
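HEPG2 CAGA-GFP, 1000 cells/well; 2 h settle, 37 C; cpd via pin tool; TGF-b 500 pg/mL final; 18 h, 37 C; GFP imaging ex488/em500-530; %Activity normalised to -TGF-b and +DMSO controls; CRC fit, curve class.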
Nrf2 block: blocks Nrf2 signaling; AID 504444; actives 2.1% (n = 360,000); Potency, µM (top dose mostly 46 µM), for the others: at the top dose activity change, negative = inhibition, actives largely listed as inhibitors; A549 ARE-Fluc reporter, luciferase luminescence, 18-24 h; also: potency is read from the fitted curve at half-maximal effect; % is scaled to controls: 0 for no effect and ±100 for the full control effect; nearly all actives have a fitted effect of over 60% in size
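Reporter: ARE-Fluc in A549. Exposure: 18-24 h, 37 °C, 5% CO2, 5% FBS OPTI-MEM. Readouts: fluorescent cytotoxicity (CellTiter-Fluor), then luminescent Nrf2 signal after BugLite.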
MmCpn inh: blocks the Methanococcus maripaludis chaperonin Mm-Cpn; purified Mm-Cpn ATPase, ADP Transcreener TR-FRET; Potency, µM (highest dose often 76.9 µM), without a hit: at the top dose activity, negative = inhibition, usual class: inhibitors; actives 0.031% (n = 330,000); AID 504842; also: potency is read from the fitted curve at half-maximal effect; % is scaled to controls: 0 for no effect and ±100 for the full control effect; nearly all actives have a fitted effect of over 80% in size
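Purified archaeal chaperonin (25 nM final) was preincubated with compound for 10 min at 37°C, then ATP (10 uM final) was added for 30 min at 37°C in Tris pH 7.4/KCl/MgCl2/DTT buffer. ADP was quantified by HTRF Transcreener TR-FRET.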
Abeta rescue: compounds reversing amyloid beta toxicity in yeast; yeast expressing A-beta42, growth rescue, OD600, 48 h; response scale: 0% DMSO, 100% iron-clioquinol control; Potency, µM (top dose mostly 46.1 µM), for the others: at the highest dose growth rescue, usual class: activators; AID 1347071; actives 0.063% (n = 410,000); also: potency is read from the fitted curve at half-maximal effect; nearly all actives have a fitted effect of over 55% in size
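Yeast growth medium received pinned compounds, then yeast cells expressing toxic A-beta were added; plates incubated at 30 C for 48 hr. Growth read as absorbance at 600 nm, normalized to DMSO and equimolar FeCl3 plus clioquinol controls.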
Nrf2 ARE act: Nrf2 pathway activation | Potency, µM (highest dose often 46.1 µM), for inactives: top-dose activation, actives largely listed as activators | AID 624171 | actives 0.31% (n = 410,000) | AREc32 ARE-luciferase reporter (MCF7-derived line), luminescence, 24 h; also: potency is read from the fitted curve at half-maximal effect; % of control where 0% means no effect; nearly all actives have a fitted effect of over 65% in size
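AREc32_Fluc, 1000 cells/well, OPTI-MEM + 5% FBS, o/n 37 deg C 5% CO2; 23 nL cpd by pin tool, 24 hr; Steady-Glo 30 min RT, luminescence.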
A549 tox: counter-screen for Nrf2 inhibitors: cytotoxicity in A549 cells | Potency, µM (titrated, usually from 46 µM), for the others: top-dose activity change, negative = cytotoxicity, most hits filed as inhibitors | AID 504648 | A549 ARE-Fluc cells, CellTiter-Fluor viability, 18-24 h | actives 0.16% (n = 390,000); also: potency is read from the fitted curve at half-maximal effect; % is scaled to controls: 0 for no effect and ±100 for the full control effect
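A549 ARE-Fluc cells in 5% FBS OPTI-MEM, 5000 cells/well, rested 2 h then exposed to compounds in concentration-response for 18-24 h at 37 °C. Viability by CellTiter-Fluor fluorescence (Ex 405/Em 525) after 30 min; luciferase luminescence (BugLite, 15 min, RT) read afterwards.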
CCT modulator: modulators of cytosolic chaperonin (CCT/TRiC) activity | activity change, % (concentration not given with the values), hits read low | actives 0.3% (n = 360,000) | purified chaperonin ATPase assay, HTRF ADP detection, 30 min; in the data active = activity change below about -30%; also: % is scaled to controls: 0 for no effect and ±100 for the full control effect
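TRiC at 40 or 20 nM final (batch-dependent) in 30 mM Tris pH 7.4, 100 mM KCl, 5 mM MgCl2, 1 mM DTT, with compound at single 76 uM and 10 uM ATP, 30 min at 37 deg C. ADP detected by HTRF Transcreener, 665/615 ratio.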
HepG2 tox: counter-screen for TGF-b inhibitors: cytotoxicity in HepG2 cells; HepG2 CAGA-GFP viability, ATP luminescence, 18 h; Potency, µM (top dose mostly 46.1 µM), inactives show at the highest dose activity change, negative = cytotoxicity, most hits filed as cytotoxic; actives 0.76% (n = 410,000); also: potency is read from the fitted curve at half-maximal effect; some results filed as inactive show a strong effect at the top dose
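HepG2 CAGA-GFP cells (1000/well, DMEM with 1% FBS) received compound, then TGF-beta at 500 pg/mL final, and were incubated 18 hours at 37 degrees C. Viability was read by CellTiter-Glo luminescence. Media-only wells were set as complete cell-killing and DMSO as no toxicity.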
pAkt inh: Akt phosphorylation inhibition; Neuro2A IGF-stimulated pAkt S473 HTRF, 20 min; stronger effect = lower value; activity change, % for hits at 50 µM; actives 0.32% (n = 360,000); AID 651550; in the data active = activity change below about -80%; inconclusive = mostly about -51% to -80%; also: % is scaled to controls: 0 for no effect and ±100 for the full control effect
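Neuro2A cells in DMEM with 0.5% FBS, overnight at 37 deg C, given compound at single 50 µM final, then IGF (6 nM final) for 20 min at 37 deg C. Lysed; phospho-Akt Ser473 by HTRF after 24 h, 665/615 ratio.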
The depositor's hits bear a star; i = inactive; ? = inconclusive; . = not tested or not shown; [ ] = remark or other dose. Unless noted, calls follow the shape of the dose curve; as a rule, active = well fitted curve in the direction sought with a large enough effect; inconclusive = small, poorly fitted or top-dose-only effect, or another doubt; inactive = no such curve, though single readings can be large; an effect the other way counts as inactive or inconclusive. Not a hit list. Share with any hit: about 4.3%.

SMILES | TGFb inhibitor | Nrf2 block | MmCpn inh | Abeta rescue | Nrf2 ARE act | A549 tox | CCT modulator | HepG2 tox | pAkt inh
CCOC(=O)c1c(-c2ccc(-c3ccccc3)cc2)csc1NC(=O)c1cccc(N2C(=O)CCC2=O)c1 | 0% | 3% | -27% | -5% | -0.3% | 8% | -8.2 | 12% | i
CCN(CC(=O)NCc1cccs1)C(=O)c1ccc(-c2ccc(F)cc2)o1 | -8% | ? | 1% | -20% | 16% | -2% | 0.5 | -16% | i
NC(=O)N1CCCC1C(=O)Nc1ccc(Cl)c(Cl)c1 (centres undefined) | 0% | -15% | -1% | 8% | -0.4% | -3% | -0.5 | -2% | i
c1ccc2c(NCC3CCCO3)nc(-c3ccncc3)nc2c1 (centres undefined) | -6% | -16% | 1% | 6% | 1.0% | 3% | -5.4 | -34% | i
Cc1cc(F)ccc1Nc1nc2ccccc2n2nnnc12 | . | 6% | . | -19% | 31% | -1% | . | 4% | .
CCO[C@@H]1OC(C(=O)N2CCN(Cc3ccc4c(c3)OCO4)CC2)=C[C@H](c2cn(C(C)=O)c3ccccc23)[C@H]1CCCO | ? | -12% | . | 7% | 4.4% | -1% | 0.3 | -23% | i
Cc1cccc(NC(=O)CSc2nc3ccccc3o2)c1 | -8% | ? | 2% | -12% | 2.8% | -5% | 1.9 | -1% | i
Cc1ccc(NC(=O)c2ccco2)c(NC(=O)c2ccccc2)c1 | -1% | 4% | -1% | -4% | 0.0% | -1% | 0.4 | 2% | i
CCN1C(=O)c2ccccc2S(=O)(=O)c2ccc(C(=O)NCC(OC)OC)cc21 | 0% | -1% | 1% | 4% | -0.7% | -1% | 0.2 | -5% | i
CCSc1nnc(NC(=O)C(C(F)(F)F)C(F)(F)F)s1 | 0% | -11% | 1% | 12% | ? | 0% | 0.3 | -11% | i
OCCN(Cc1ccccc1)c1ncnc2sccc12 | -24% | ? | 1% | 13% | 4.4% | -4% | -1.8 | -2% | i
Cc1ccc(-n2nc(C)c3c(C)c(CCC(=O)NCC4CCCO4)c(=O)n(C)c32)cc1 (centres undefined) | -2% | 3% | -15% | . | 0.2% | 1% | 0.5 | 5% | i
CSc1ncc2c(n1)-c1ccccc1N(Cc1ccccc1C)S2(=O)=O | 5% | -23% | . | -9% | -1.1% | 9% | . | 0% | .
COc1ccccc1NC(=O)c1cc(Sc2nncn2C)nc2ccccc12 | ? | ? | -1% | 4% | 7.4% | -3% | 0.7 | -36% | i
O=C(CSc1nnc(-c2ccccc2O)o1)N1CCc2ccccc2C1 | ? | -9% | -2% | 0% | 0.2% | -4% | -1.0 | -13% | i
Nc1n[nH]c(N)c1N=Nc1ccccc1 | 26% | 5% | -6% | -13% | 4.9% | -4% | -1.2 | 1% | i
COc1ccc(OCC(O)CN2CCc3ccccc3C2)cc1 (centres undefined) | 4% | 4% | 1% | 3% | -0.3% | 0% | -1.0 | 8% | i
CCOC(=O)c1ccc(-c2ccc(/C=N/NC(=O)Cc3nnc(N)s3)o2)cc1 | 2% | ? | -6% | -8% | 3.2% | -22% | -1.7 | 11% | i
CCOc1ccccc1N=Nc1c(C)[nH]n(C(N)=S)c1=O | -13% | -8% | 0% | 8% | 3.9% | -7% | 0.0 | -15% | i
Cc1[nH]c2ccccc2c1C(=O)C(=O)NCC1CCCO1 (centres undefined) | -15% | -1% | ? | -6% | 0.1% | 4% | 0.0 | -6% | i
O=C(CCc1ccccc1)N=C1SC2CS(=O)(=O)CC2N1c1ccccc1 (centres undefined) | -7% | ? | -3% | 5% | 0.7% | 0% | -2.1 | 0% | .
COc1ccc2c(Cl)c(C(=O)N/N=C/c3ccc4c(c3)OCO4)sc2c1 | -2% | ? | 1% | 12% | -0.6% | ? | 1.3 | -37% | i
CCOC(=O)N1CCN(C(=O)COC(=O)CN(C)S(=O)(=O)c2ccc(NC(C)=O)cc2)CC1 | 5% | 2% | -1% | 1% | -0.8% | -2% | -2.6 | 6% | i
CC1(C)CC2CC(C)(CN2C(=O)C23CCC(C)(C(=O)O2)C3(C)C)C1 (centres undefined) | -10% | 9% | -1% | -23% | 0.6% | -3% | 1.6 | -17% | i
Cc1noc(C)c1CSCC(=O)Nc1cc(S(=O)(=O)N2CCOCC2)ccc1OCC(F)(F)F | ? | 3% | 1% | 18% | 0.1% | -2% | -3.3 | -22% | i
SMILES | TGFb inhibitor | Nrf2 block | MmCpn inh | Abeta rescue | Nrf2 ARE act | A549 tox | CCT modulator | HepG2 tox | pAkt inh
COc1ccc(NC(=O)CNC(=O)c2c(C)nn(C)c2Cl)cc1 | 5% | -5% | 0% | 5% | -0.7% | 0% | 1.6 | -3% | i
CN(C)C(CNC(=O)c1cccc(S(=O)(=O)Nc2ccc(SC(F)F)cc2)c1)c1ccccc1 (centres undefined) | 4% | -6% | . | 2% | 0.5% | -14% | 0.4 | -22% | i
COCCN(Cc1cc2ccc(C)cc2n2nnnc12)Cc1nnnn1C(C)(C)C | ? | . | -2% | 8% | -0.8% | -3% | -3.4 | -2% | i
Cc1ccccc1OCCC(=O)OCC(=O)NC(C)c1ccccc1 (centres undefined) | 0% | 5% | -3% | 11% | -0.8% | 1% | 0.5 | -2% | i
COC(=O)CSc1ncnc2c1sc1nc3c(cc12)COC(C)(C)C3 | 10% | 2.9µM* | -1% | -14% | -0.2% | 1% | -2.2 | 3% | i
Cc1ccccc1C(=O)Nc1cccc(-c2cn3ccccc3n2)c1 | ? | ? | -2% | 8% | 2.8% | -4% | 0.9 | -35% | i
O=C1NN=C(c2ccc(Cl)cc2)CC1c1cccc(Br)c1 (centres undefined) | 10µM* | ? | 2% | -81%[inhibitor] | 1.7% | 2% | -0.2 | -14% | i
COc1ccc(C(=O)NCc2ccccc2CN2CCCC2)cc1S(=O)(=O)Nc1ccc(C)cc1 | 4% | -5% | 2% | -9% | 0.1% | -15% | 2.4 | -34% | i
CCn1c(SCc2nc3scc(-c4ccccc4)c3c(=O)[nH]2)nnc1-c1ccc(Cl)cc1 | -1% | 11% | -1% | -3% | 0.2% | 3% | 2.2 | 1% | i
CSc1cccc(NC(=O)COc2ccccc2)c1 | -6% | 15% | -4% | -33%[inhibitor] | -0.1% | -8% | -2.2 | -6% | i
Cc1cc(C)n2c(SCC(=O)NCc3ccc4c(c3)OCO4)nnc2n1 | 13% | -12% | -1% | 6% | -0.5% | -7% | -5.3 | 24% | i
Cc1noc(C)c1S(=O)(=O)Nc1cccc(C(F)(F)F)c1 | -3% | ? | -4% | 27% | 0.5% | -12% | -0.9 | -12% | i
O=C(NCCCN1CCOCC1)c1onc(CSc2ccccn2)c1C(=O)NCCCN1CCOCC1 | -13% | 0% | . | 0% | 0.1% | 1% | -0.4 | -29% | i
COc1ccc(-c2csc(NC(=O)C3=COCCO3)n2)c(OC)c1 | -23% | ? | 0% | 9% | 3.6% | 0% | -1.3 | -20% | i
COc1cccc(/C=N/NC(=O)c2c(C)nc3ccc(Br)cn23)c1O | ? | ? | 0% | 9% | -1.5% | -21% | -1.7 | -19% | i
Cc1onc(-c2ccccc2Cl)c1C(=O)NCCn1c(C)cc2ccccc21 | -1% | -12% | ? | -7% | -0.3% | 4% | 0.8 | -12% | i
COc1ccccc1[C@@H]1C(c2cccc(Cl)c2)=NN(c2ccccc2)[C@H]1C(=O)N1CCOC1=O | -16% | 0% | -4% | 10% | -0.2% | ? | 0.5 | 6% | i
COc1ccc(C)cc1NC(=O)C1CCCN(S(=O)(=O)c2ccc3c(c2)oc(=O)n3C)C1 (centres undefined) | -26% | ? | . | -2% | 0.2% | -3% | . | -11% | .
O=C(CNc1ccc(Br)cc1)c1ccc(Br)s1 | 0% | 8% | -12% | 10% | 2.9% | -1% | -1.2 | -5% | i
O=C1C=C(c2ccc3c(c2)oc2ccccc23)C[C@@H](c2ccc(Cl)cc2)C1 | -20% | -5% | 2% | -1% | 0.7% | 4% | -1.0 | -3% | i
COCCN(C(=O)COC(=O)CCc1ccccc1)c1c(N)n(Cc2ccccc2)c(=O)[nH]c1=O | ? | -8% | -3% | 5% | 1.6% | -9% | -4.5 | 0% | i
O=C1CC(c2ccc(F)cc2)CC2=C1C=Nc1ccccc1N2 (centres undefined) | 10% | ? | 1% | -1% | 20% | -3% | 0.9 | -4% | i

Fetched by compound from the list above (two):
SMILES | TGFb inhibitor | Nrf2 block | MmCpn inh | Abeta rescue | Nrf2 ARE act | A549 tox | CCT modulator | HepG2 tox | pAkt inh
Cc1onc(-c2ccccc2Cl)c1C(=O)NCCn1c(C)cc2ccccc21 | -1% | -12% | ? | -7% | -0.3% | 4% | 0.8 | -12% | i
COc1ccccc1[C@@H]1C(c2cccc(Cl)c2)=NN(c2ccccc2)[C@H]1C(=O)N1CCOC1=O | -16% | 0% | -4% | 10% | -0.2% | ? | 0.5 | 6% | i

In the list so far, 3 have bromine:
SMILES | TGFb inhibitor | Nrf2 block | MmCpn inh | Abeta rescue | Nrf2 ARE act | A549 tox | CCT modulator | HepG2 tox | pAkt inh
O=C1NN=C(c2ccc(Cl)cc2)CC1c1cccc(Br)c1 (centres undefined) | 10µM* | ? | 2% | -81%[inhibitor] | 1.7% | 2% | -0.2 | -14% | i
COc1cccc(/C=N/NC(=O)c2c(C)nc3ccc(Br)cn23)c1O | ? | ? | 0% | 9% | -1.5% | -21% | -1.7 | -19% | i
O=C(CNc1ccc(Br)cc1)c1ccc(Br)s1 | 0% | 8% | -12% | 10% | 2.9% | -1% | -1.2 | -5% | i

Compound activity (PubChem)
